RGS4 act: RGS4 potentiators or activators, primary screen, cell-based, HEK293 M3R inducible RGS4, calcium flux; carbachol calcium flux Fluo4; hits give low values; 310,000 tested, 0.92% active; B-score at 10 µM; AID 463111, 2010;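 active = B-score of the integrated calcium signal more than 4 SD below the library mean, with starting fluorescence not abnormally high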;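 note: negative B-score means reduced calcium response which marks RGS4 activation or potentiation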
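Also added: carbachol at ECmax as muscarinic agonist stimulus; Assay system: HEK293 cells with stable M3R and inducible RGS4; Timing: overnight RGS4 induction, 30 min dye load 37 °C, 20 min compound RT; Measured by: Fluo4-AM (2 µM) calcium-flux fluorescence, kinetic read.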
HIF activator: HIF pathway transcriptional activators, primary screen, cell-based, U2OS HRE-luciferase, luminescence. U2OS HRE-luciferase reporter; normalized: DMSO 0%, desferrioxamine 100%. activation, % at 7.5 µM (by protocol). 300,000 tested, 0.32% active;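 active = mean activation of at least 10% of the iron chelator positive control signal, with at least half of replicates also reaching 10%; inconclusive = mean and replicate majority disagree about reaching 10%; inactive = mean and most replicates under 10%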
TRPC6 inh: mouse TRPC6 channel inhibitors, primary screen, cell-based, HEK293, membrane potential dye; ACh-evoked depolarization; hits give low values; B-score at 10 µM; 310,000 tested, 1.1% active; AID 2553, 2010;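 active = B-score under library mean minus 3 SD, initial fluorescence not abnormally high, positive integrated signal ratio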;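 note: B-score derived from integrated fluorescence ratio over the kinetic read; more negative B-score means stronger inhibition of depolarization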
MrgX1 agonist: agonists of human MrgX1 receptor, primary screen, HEK293 cells, Fluo-4 calcium flux; 310,000 tested, 0.44% active; Mas-related G-protein coupled receptor member X1 (Homo sapiens), Q96LB2; Fluo-4 calcium fluorescence, agonist mode; hits give high values; B-score at 10 µM; AID 588627, 2011;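 active = calcium response B-score plate-corrected fluorescence ratio at least 3 library SD, with starting fluorescence B-score inside 5 SD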
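Assay system: MrgX1-expressing HEK293 cells / Amount: fifteen thousand cells per well / Doses: test compound in the initial addition of three / Timing: cells plated overnight, dye loaded 0.5 h 37 °C, 0.5 h room temperature / Technique: kinetic calcium dye fluorescence, Fluo-4 NW / Control set: positive and negative controls per plate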
TRPC6 activator: mouse TRPC6 channel activators, primary screen, cell-based, HEK293, membrane potential dye | B-score at 10 µM | AID 2550, 2010 | Short transient receptor potential channel 6 (Mus musculus), Q61143 | HEK293-TRPC6 membrane potential dye fluorescence; hits give high values | 310,000 tested, 0.13% active;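 active = B-score of the integrated fluorescence ratio above library mean plus 3 SD, and starting fluorescence ratio within library mean plus 5 SD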;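 note: higher score means more depolarization so channel activation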
RGS4 block: RGS4 inhibitors, primary screen, cell-based, HEK293 M3R inducible RGS4, calcium flux | Fluo-4 calcium flux; hits give high values; triggered by carbachol at its EC20 | Regulator of G-protein signaling 4 (Homo sapiens), P49798 | 310,000 tested, 0.45% active | B-score at 10 µM;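 active = B-score, a plate-corrected calcium signal, over three deviations above library mean, with baseline fluorescence within five deviations of library mean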;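 note: RGS4 expression induced by doxycycline in cells with stable M3 receptor; B-score is computed from the integrated fluorescence ratio over baseline after carbachol; higher B-score means a larger calcium signal and so more RGS4 inhibition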
Platelet DG rel: inhibitors of platelet dense granule secretion, primary screen, cell-based, MLPCN, human platelets; human platelet-rich plasma, SFLLRN dense granule ATP release, luminescence; inhibition, %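 (compounds screened at 7.5 µM in platelet-rich plasma)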; 300,000 tested, 0.22% active; AID 1663, 2009;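 active = mean replicate score, as percent of positive control, at or above 50; inconclusive = mean below 50 but at least one replicate at or above 50; inactive = mean and every replicate below 50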
TRPC4 inh: inhibitors of mouse TRPC4 channel, primary screen, Fluo4 calcium, HEK293 TRPC4beta/mu-opioid cells | AID 2247, 2010 | B-score at 10 µM | Short transient receptor potential channel 4 (Mus musculus), Q9QUQ5 | DAMGO-evoked Fluo4 calcium flux; hits give low values | 300,000 tested, 0.39% active;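 active = B-score over 3 SD under the library average, no early fluorescence shift, positive overall ratio signal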
Target sequence (Q9QUQ5 whole entry, looked up): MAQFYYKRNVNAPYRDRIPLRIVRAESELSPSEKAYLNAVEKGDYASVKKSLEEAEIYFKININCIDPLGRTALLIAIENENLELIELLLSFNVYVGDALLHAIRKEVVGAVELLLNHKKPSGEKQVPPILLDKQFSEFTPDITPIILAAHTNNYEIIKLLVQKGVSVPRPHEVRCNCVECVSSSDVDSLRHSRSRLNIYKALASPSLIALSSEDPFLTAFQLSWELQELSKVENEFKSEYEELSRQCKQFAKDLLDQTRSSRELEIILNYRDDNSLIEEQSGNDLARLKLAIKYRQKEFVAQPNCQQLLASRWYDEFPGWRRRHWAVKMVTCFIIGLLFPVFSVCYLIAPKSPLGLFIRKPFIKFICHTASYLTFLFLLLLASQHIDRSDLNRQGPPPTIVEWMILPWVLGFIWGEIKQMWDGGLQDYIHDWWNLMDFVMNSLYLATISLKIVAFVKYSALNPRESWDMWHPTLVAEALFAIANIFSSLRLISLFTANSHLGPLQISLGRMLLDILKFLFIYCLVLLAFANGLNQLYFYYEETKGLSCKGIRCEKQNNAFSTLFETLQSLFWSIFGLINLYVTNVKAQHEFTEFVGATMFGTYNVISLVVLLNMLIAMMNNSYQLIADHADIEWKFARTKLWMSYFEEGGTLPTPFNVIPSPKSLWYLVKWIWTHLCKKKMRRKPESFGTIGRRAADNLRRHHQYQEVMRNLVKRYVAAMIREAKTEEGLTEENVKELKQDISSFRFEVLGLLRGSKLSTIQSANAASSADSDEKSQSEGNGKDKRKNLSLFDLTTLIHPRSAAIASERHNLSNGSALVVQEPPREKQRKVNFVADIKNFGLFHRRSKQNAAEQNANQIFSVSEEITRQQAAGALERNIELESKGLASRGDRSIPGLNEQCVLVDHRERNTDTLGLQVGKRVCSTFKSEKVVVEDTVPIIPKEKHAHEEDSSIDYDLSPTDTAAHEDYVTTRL
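Assay system – HEK293 line stably carrying TRPC4beta and mu-opioid receptor · Doses – single dose · Detection – Fluo4 calcium-dye fluorescence, kinetic read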
SKKanGAS inh: S. pyogenes SKKanGAS growth inhibitors in kanamycin, primary screen, streptokinase expression inhibitor project, SKKanGAS strain, BacTiter-Glo luminescence. AID 1662, 2009. inhibition, % at 7.5 µM. 6 h. 300,000 tested, 1.3% active;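 active = mean replicate score, as percent of positive control median, at least 50; inconclusive = mean below 50 but one replicate at or above 50; inactive = mean and every replicate below 50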;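 note: strain carries kanamycin resistance gene driven by streptokinase promoter and grows in 40 µg/ml kanamycin; loss of luminescence reflects streptokinase promoter inhibition or plain growth inhibition; 0% = median of DMSO wells and 100% = positive control at its reference dose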
MrgX1 antag: antagonists of human MrgX1 receptor, primary screen, HEK293 cells, Fluo-4 calcium flux; Mas-related G-protein coupled receptor member X1 (Homo sapiens), Q96LB2; BAM8-22 antagonism; hits give low values; B-score at 10 µM; 310,000 tested, 1.3% active;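 active = calcium-response B-score plate-corrected more than 3 library SD below zero, starting fluorescence within 5 deviations, no agonist response on first addition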;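 note: peak minus trough fluorescence over baseline after final BAM8-22 challenge near maximal dose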
MrgX1 allo act: positive allosteric modulators of MrgX1, primary screen, HEK293 cells, Fluo-4 calcium flux | 310,000 tested, 0.63% active | Mas-related G-protein coupled receptor member X1 (Homo sapiens), Q96LB2 | FDSS; hits give high values | B-score at 10 µM | AID 588675, 2011;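 active = plate-corrected calcium response at least 3 library SD above typical, normal starting fluorescence, not activating the receptor alone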;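 note: compound read alongside a low EC10 to EC30 dose of BAM8-22 agonist; peak minus trough fluorescence over baseline measured at the second addition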
The depositor's hits bear a star; i = inactive; ? = inconclusive; / = not tested or not shown.

Every second line gives: MrgX1 antag	RGS4 act	RGS4 block	HIF activator	Platelet DG rel	TRPC6 activator	SKKanGAS inh	TRPC6 inh	MrgX1 agonist	MrgX1 allo act	TRPC4 inh
> O=CNC1CCCc2c1[nH]c1ccc(Cl)cc21 (configuration not stated)
→ i	i	i	0.6	5	i	-16	i	i	i	i
> CC1(C(=O)OCC(=O)Nc2ccccc2Cl)CC1(Cl)Cl (configuration not stated)
→ i	i	i	0.3	8	i	-6	i	i	i	i
> O=C(Nn1cc(C(=O)Nc2ccc(F)cc2F)c2ccccc2c1=O)c1cnccn1
→ i	i	i	-0.6	1	i	1	i	i	i	i
> Cc1ccc(NC(=O)COC(=O)[C@H](C)NC(N)=O)c(C)c1
→ i	i	i	-0.5	19	i	8	i	i	i	i
> O=C(O)CCn1cc(/C=C2\SC(=S)NC2=O)c(-c2ccccc2)n1
→ i	i	i	-0.1	11	i	11	i	i	i	i
> Cc1nn(-c2ccc(F)cc2)c(-n2cccc2)c1C(=O)N1CCN(C(=O)c2ccco2)CC1
→ i	i	i	0.0	8	i	8	i	i	i	i
> CC1CN(C)C(c2ccccc2)C(C)C12NC(=O)NC2=O (configuration not stated)
→ i	i	i	-0.3	-12	i	2	i	i	i	i
> Cn1c(=O)c2c(ncn2CC(O)CNc2ccc(Br)cc2)n(C)c1=O (configuration not stated)
→ i	i	i	0.9	1	i	0	i	i	i	i
> Cc1ccc(/C=N/NC(=O)c2cccc(NC(=O)c3ccccc3C)c2)o1
→ i	i	i	-0.3	-70	i	1	i	i	i	i
> CC1(C)CC2CC(C)(CN2/C=C2/CCCCC2=O)C1 (configuration not stated)
→ i	i	i	-0.5	-4	i	-7	i	i	i	i
> CCOC(=O)CSc1nc2cccnc2n1C
→ i	i	i	0.2	10	i	-4	i	i	i	i
> C=C(C)C(=O)Nc1cccc(C2=NOC3(C2)C[C@H](C(N)=O)N(C(=O)/C=C/C)C3)c1 (some centres not stated)
→ i	i	i	-1.0	1	i	-3	i	i	i	i
> Cc1[nH]c2ccccc2c1C(=O)CSc1nc2ccccc2c(=O)n1-c1ccccc1F
→ i	i	i	-0.9	1	i	20	i	i	i	i
> C#CCOC(=O)C[N+](C)(C)C/C=C/c1ccccc1
→ i	i	i	-0.1	-2	i	2	i	i	i	i
> O=C(c1nc2nc(-c3cccs3)cc(C(F)(F)F)n2n1)N1CCN(Cc2ccccc2)CC1
→ i	i	i	0.4	1	i	-3	i	i	i	i
> CCOC(=O)c1c(NC(=O)COc2cccc3c2CCN(C)C3=O)sc2c1CCC2
→ i	i	i	-0.7	11	i	17	i	i	i	i
> COc1ccccc1N1CCN(CC(O)c2c(C)[nH]c3ccccc23)CC1 (configuration not stated)
→ i	i	i	0.9	-5	i	5	i	i	i	i
> Cc1cc(NC(=O)COC(=O)c2ccc(NS(=O)(=O)c3ccc(C)c(C)c3)cc2)no1
→ i	i	i	0.0	-2	i	3	i	i	i	i
> COc1cccc(N2CC(C(=O)Nc3nnc(SCC(=O)N4CCOCC4)s3)CC2=O)c1 (configuration not stated)
→ i	i	i	1.5	-29	i	3	i	i	i	i
> CC[n+]1c(/C=C/c2cc([N+](=O)[O-])ccc2O)ccc2ccccc21
→ i	i	i	-6.9	1	i	4	i	i	i	i

Every second line gives: MrgX1 antag	RGS4 act	RGS4 block	HIF activator	Platelet DG rel	TRPC6 activator	SKKanGAS inh	TRPC6 inh	MrgX1 agonist	MrgX1 allo act	TRPC4 inh
> Cc1cccc(CCN=c2c([N+](=O)[O-])nn(-c3ccccc3)n2O)c1
→ i	i	i	0.1	3	i	17	i	i	i	i
> CC(C)(C)c1ccc(C(=O)N2CCC(C(=O)NC3CC3)CC2)cc1
→ i	i	i	0.9	-3	i	-4	i	i	i	i
> Cc1csc(NC(=O)CN(C)S(=O)(=O)c2cccc3cccnc23)n1
→ i	i	i	/	0	i	2	i	i	i	i
> Cc1c(OC(C)C(=O)NCc2ccccn2)ccc2c3c(c(=O)oc12)CCCC3 (configuration not stated)
→ i	i	i	-0.4	?	i	-3	i	i	i	i
> CC1CCN(C(=O)c2ccc3ccccc3c2)CC1
→ i	i	i	2.1	-22	i	-1	i	i	i	i
> COCCCNC(=O)CN(C1CCCCC1)S(=O)(=O)c1ccc(C)cc1
→ i	i	i	-0.7	-5	i	-6	i	i	i	i
> O=C(Nc1cccc(-c2cc3ccccc3oc2=O)c1)c1ccc(Br)o1
→ i	i	i	-0.1	-6	i	9	i	i	i	i
> Cc1ccc(S(=O)(=O)N2CCCC(C(=O)NCC3COCCO3)C2)cc1 (configuration not stated)
→ i	i	i	0.1	1	i	0	i	i	i	i
> COc1ccc([N+](=O)[O-])cc1NC(=O)CSCc1ccccc1
→ i	i	i	0.1	-15	i	-12	i	i	i	i
> O=C1CN(S(=O)(=O)c2ccc(Cl)cc2C(F)(F)F)CCN1
→ i	i	i	-0.4	-39	i	-1	i	i	i	i
> CCOc1cc(C2NC(=S)NC(C)=C2C(=O)Nc2ccccc2)ccc1O (configuration not stated)
→ i	i	i	0.0	-10	i	-1	i	i	i	i
> c1csc(-c2cnc3n2CCCC3)c1
→ i	i	i	-0.9	4	i	9	i	i	i	i
> O=C(Cc1ccc(Cl)cc1)Nc1ccc(N2CCN(C(=O)c3ccco3)CC2)c(Cl)c1
→ i	i	i	-0.2	5	i	30	i	i	i	/
> Cc1ccc2c(c1)C(c1ccccc1)N(C(=O)c1cccc([N+](=O)[O-])c1)CC(=O)N2 (configuration not stated)
→ i	i	i	-1.0	4	i	5	i	i	i	i
> C/C(N)=C(/C#N)C(=O)CSc1nc(-c2ccccc2)c(-c2ccccc2)o1
→ i	i	i	-0.1	-8	i	8	i	i	i	i
> O=C(Nc1cccc(O)c1)c1ccc(S(=O)(=O)N2CCCCCC2)cc1
→ /	i	i	-4.5	2	i	-4	i	/	/	i
> O=C(/C(=C\c1ccccc1)c1nc2ccccc2[nH]1)c1ccc(Cl)cc1
→ i	i	i	3.4	-9	i	14	i	i	i	i
> Cc1cc(=O)oc2cc(NC(=O)c3ccc(OC(F)F)cc3)ccc12
→ i	i	i	3.5	3	i	-1	i	i	i	i
> CCN(CC(=O)NCc1ccc(Cl)cc1)C(=O)c1cc2ccccc2o1
→ i	i	i	0.0	5	i	-1	i	i	i	i
> O=C(Nc1ccc(C(=O)N2CCN(c3ccccn3)CC2)cc1)c1ccc(Br)o1
→ i	/	/	0.3	2	/	10	/	i	i	/

Whole records, quoted from the list. Values in the order: MrgX1 antag, RGS4 act, RGS4 block, HIF activator, Platelet DG rel, TRPC6 activator, SKKanGAS inh, TRPC6 inh, MrgX1 agonist, MrgX1 allo act, TRPC4 inh
Listed for CC1CCN(C(=O)c2ccc3ccccc3c2)CC1 : i, i, i, 2.1, -22, i, -1, i, i, i, i
Listed for O=C(Cc1ccc(Cl)cc1)Nc1ccc(N2CCN(C(=O)c3ccco3)CC2)c(Cl)c1 : i, i, i, -0.2, 5, i, 30, i, i, i, /
Listed for c1csc(-c2cnc3n2CCCC3)c1 : i, i, i, -0.9, 4, i, 9, i, i, i, i
Listed for O=C(Nn1cc(C(=O)Nc2ccc(F)cc2F)c2ccccc2c1=O)c1cnccn1 : i, i, i, -0.6, 1, i, 1, i, i, i, i

Next records:
Every second line gives: MrgX1 antag	RGS4 act	RGS4 block	HIF activator	Platelet DG rel	TRPC6 activator	SKKanGAS inh	TRPC6 inh	MrgX1 agonist	MrgX1 allo act	TRPC4 inh
> COC(=O)c1ccc(Cn2nc(C)c(Br)c2C)cc1
→ i	i	i	-3.6	/	i	-1	i	i	i	i
> CCCCOP(=O)(c1ccc(N(C)C)cc1)C(O)c1ccccc1F (configuration not stated)
→ i	i	i	0.2	-1	i	-12	i	i	i	i
> CCOc1cc(/C=N/NC(=O)c2cccnc2)ccc1OC(=O)c1ccco1
→ i	i	i	-0.8	2	i	8	i	i	i	i
> CC/C(=N/Nc1ccccc1Cl)c1cnnc(-c2ccccc2)n1
→ i	i	i	0.0	2	i	1	i	i	i	i
> Cc1cccc(Nc2nc(-c3ccccn3)cs2)n1
→ i	i	i	1.4	11	i	11	i	i	i	i
> CC(=O)c1ccc2noc(-c3cccc(C)c3)c2c1
→ i	i	i	3.3	1	i	-3	i	i	i	i
> CCc1cc(=O)oc2cc(C)cc(OC(C)C(=O)O)c12 (configuration not stated)
→ i	i	i	-0.3	-4	i	8	i	i	i	i
> Cn1nc(-c2ccccc2)cc1NC(=O)c1ccccc1
→ i	i	i	-21	-33	i	-6	i	i	i	i
> CCOC(=O)c1ccc(NC(=O)N2CCN(c3cccc(OC)c3)CC2)cc1
→ i	i	i	-0.3	8	i	0	i	i	i	i
> CSCC[C@H](NS(=O)(=O)c1ccc(C)cc1)C(=O)N1CCC(C(=O)N[C@@H](Cc2ccc(O)cc2)C(=O)O)CC1
→ i	i	i	-0.1	1	i	1	i	i	i	i
> CCCOc1ccccc1/C=C(\C#N)C(=O)Nc1cccc(C)n1
→ i	i	i	2.0	-3	i	-2	i	i	i	i
> Cc1ccc(S(=O)(=O)NC(=O)Nc2c(C)n(C)n(-c3ccccc3)c2=O)cc1
→ i	i	i	0.0	2	i	2	i	i	i	i
> CC(C)C[C@H](NC(=O)c1ccc(OC2CCN(C(=O)C3CC3)CC2)cc1)C(N)=O
→ i	i	i	-0.7	11	i	0	i	i	i	i
> CCN(CC)S(=O)(=O)c1ccc(C(=O)N(c2ccccc2)C2C=CS(=O)(=O)C2)cc1 (configuration not stated)
→ i	i	i	-0.3	9	i	3	i	i	i	i
> O=C(NC1CCCC1)C(c1ccc(Cl)cc1)N1CCN(C2CCCCC2)CC1 (configuration not stated)
→ i	i	i	0.4	-10	i	0	i	i	i	i

Screening results (PubChem)
